KOR beta-arrestin-1: kappa opioid receptor blockers – cell-based, luminescence, uHTS (AID 1778). KOR beta-arrestin recruitment, luminescence, antagonist mode; higher % means a stronger effect. inhibition, % at 10 µM; hits with a dose series show IC50 in µM. 290,000 tested, 0.091% active; further: strong numbers were not always called active
NOD1 NF-kB reporter: inhibition of NOD1-driven NF-kB reporter – cell-based, luminescence, uHTS, primary screen (AID 1578) | NOD1-driven NF-kB luciferase reporter cells, luminescence; higher % means a stronger effect | inhibition, % at 4 µM, or EC50 in µM where a hit was titrated | 290,000 tested, 1% active; in the data active means inhibition mostly above about 36%, no sharp cut-off; inactive means mostly below about 34%;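 further: HEK-293T reporter cells stimulated with the NOD1 agonist gamma-tri-DAP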
HIV fusion peptide: inhibitors of HIV fusion peptide binding, primary screen, biochemical, uHTS, fluorescence dequenching (AID 1986). cell-free peptide binding, fluorescence dequenching, 30 min; higher % means a stronger effect. inhibition, % at 20 µM, or IC50 in µM where a hit was titrated. 290,000 tested, 0.3% active; in the data active means inhibition mostly above about 52%, no sharp cut-off; inactive means mostly below about 76%; further: some results filed as inactive read as strong as hits
LYP phosphatase: inhibitors of LYP phosphatase, biochemical, fluorescence intensity, uHTS (AID 1779); recombinant LYP phosphatase, fluorescence intensity; higher % means a stronger effect; inhibition, % at 11.5 µM; hits with a dose series show IC50 in µM; 290,000 tested, 0.054% active;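 further: plate controls were vehicle with enzyme for no effect and no enzyme for full effect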
Siah-1 displacement: Siah-1 peptide-binding antagonists, primary screen, biochemical, fluorescence polarization, rhodamine-plectin, uHTS (AID 1817) | Siah-1 / rhodamine-plectin peptide fluorescence polarization; higher % means a stronger effect | displacement, % at 20 µM; hits with a dose series show IC50 in µM | 290,000 tested, 0.02% active;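 active means displacement of at least 50% at 20 µM, with a fluorescence ratio check between 0.3 and a set limit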;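 further: plate controls were Siah plus tracer with DMSO for no effect and tracer alone without Siah for full effect; strong numbers were not always called active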
NOD2 inhibition: NOD2 signaling inhibitors, cell-based, luminescence, uHTS, HEK293 (AID 1566); one-dose inhibition, % at 4 µM; EC50 in µM for titrated hits; HEK293 NOD2/NF-kB luciferase reporter, luminescence; higher % means a stronger effect; 290,000 tested, 0.63% active; further: many of its hits are not listed in these tables
KOR beta-arrestin-2: KOR agonists, beta-arrestin recruitment, primary screen, cell-based, luminescence, uHTS (AID 1777) | KOR beta-arrestin recruitment, luminescence; higher % means a stronger effect | activation, % at 10 µM; hits with a dose series show EC50 in µM | 280,000 tested, 0.02% active; in the data active means activation above about 50%, passing the limit was not always enough; further: a part of the inactive calls stands beside numbers as strong as those of hits
Salmonella PhoP GFP: inhibitors of PhoP regulon expression, primary screen, Salmonella Typhimurium, GFP reporter (AID 1863) | 300,000 tested, 0.16% active | S. Typhimurium PhoP-regulated promoter GFP reporter, 4 h; higher % means a stronger effect | inhibition, % at 50 µM; hits with a dose series show IC50 in µM;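 active means inhibition over 29.93%, a cutoff 3 SD above the screen mean, later confirmed by dose response; inconclusive means inhibition over 29.93% but no dose response follow-up; inactive means inhibition at most 29.93% or unconfirmed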;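 further: 0% = low Mg2+ inducing control and 100% = high Mg2+ repressing control; strong numbers were not always called active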
Myeloid diff MLP: compounds promoting myeloid differentiation; ER-HoxA9 myeloid progenitors, lysozyme-GFP differentiation, flow cytometry; 360,000 tested, 1% active; calls only at 10 µM; AID 624256;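 active means normalized GFP-positive differentiation at or above the plate's own cutoff, the solvent-only control mean plus 3 SD; inconclusive means no clear call, values can overlap the other calls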;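 further: cells exposed to compound for four days before flow analysis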
Myeloid diff MLP GFP+ MAC1+ %: recorded beside Myeloid diff MLP, whose call it bears; GFP+ MAC1+ double positive, %; measured here: differentiation confirmed by MAC1 staining
* hit, by the source's call; i = inactive; ? = inconclusive; . = not tested or not shown; & = joins results of further samples; [ ] = remark or other dose. Unless noted, no stated cut-off is given here; in the data, active means inhibition above about 50%; inactive means the rest. Only part of the results is shown (hit frequency here may not be typical).

1) CCOC(=O)Cc1csc(NC(=O)C(C)(C)CC)n1
2) O=C(CCN1C(=O)C2CCCCC2C1=O)Nc1nc(-c2ccccc2)cs1 (stereo not given)
3) O=C(COc1ccccc1)N1CCN(S(=O)(=O)c2cccs2)CC1
4) Cc1csc(=O)n1CC(=O)OCc1cccc2ccccc12
5) Cc1ccc(S(=O)(=O)NC(N)=NCCc2ccccc2)cc1C
6) COc1ccccc1CN1CC(C(=O)NCCCc2ccc(F)cc2)CCC1=O (stereo not given)
7) Cn1c(=O)oc2cc(S(=O)(=O)NCCN3CCN(c4ccccc4)CC3)ccc21
8) CN(C)c1ccc(C(=O)OCC(=O)Nc2ccc(N3CCOCC3)cc2)cc1
9) COC(=O)[C@H](C)NC(=O)/C=C/c1ccc(OC)cc1
10) O=C(Nc1cccc(-c2csc(Nc3ccccc3)n2)c1)c1ccccc1
screen / no.	1	2	3	4	5	6	7	8	9	10
KOR beta-arrestin-1	-18%	13%	22%	-1%	-18%	-27%	6%	-151%	29%	-44%
NOD1 NF-kB reporter	-2%	-7%	-21%	-34%	47%	-6%	-34%	15%	-26%	-11%
HIV fusion peptide	1.6%	0.0%	0.1%	-2.8%	-3.5%	0.1%	0.7%	0.0%	4.1%	4.3%
LYP phosphatase	-7%	6%	-1%	-2%	-6%	2%	-5%	-11%	1%	3%
Siah-1 displacement	5%	1%	5%	2%	-5%	2%	2%	0%	-7%	2%
NOD2 inhibition	8%	18%	-5%	-13%	5%	2%	-7%	-7%	-9%	-55%
KOR beta-arrestin-2	3.2%	1.4%	1.9%	-6.5%	2.0%	6.7%	-6.5%	21%	0.5%	2.5%
Salmonella PhoP GFP	-6%	-4%	-8%	-1%	7%	-5%	4%	-7%	-11%	4%
Myeloid diff MLP	i	i	i	i	i	?	i	i	i	i
Myeloid diff MLP GFP+ MAC1+ %	0.9	0.8	7.4	0.9	1.0	.	2.4	0.3	0.3	1.0

11) O=C1SC(SCc2ccccc2)=N/C1=C\c1ccc(C(=O)O)cc1
12) Cn1cc([N+](=O)[O-])c(C(=O)NCC(=O)O)n1
13) O=C1C2C(c3ccccc3)C=CC(c3ccccc3)C2C(=O)N1c1cccnc1 (stereo not given)
14) COc1ccc(CNC(=O)c2ccc3c(=O)n(-c4ccccc4)c(=O)[nH]c3c2)cc1
15) O=C(Nc1ccc2c(c1)OCCO2)c1cc(-c2ccccn2)nc2ccc(Br)cc12
16) O=C(O)COc1ccc(/C=C/c2nc(-c3ccccc3O)n[nH]2)cc1
17) Cc1cc(=O)[nH]c2ccc(Cl)cc12
18) NC(=O)c1sc(=S)n(-c2ccc(Br)cc2)c1N
19) CCCNS(=O)(=O)c1ccc(OCC(=O)Nc2ccc3c(c2)OCO3)cc1
20) C=CCNC(=O)c1c(-c2c(F)cccc2Cl)noc1C
screen / no.	11	12	13	14	15	16	17	18	19	20
KOR beta-arrestin-1	-5%[20 µM]	-18%	4%	-20%	-298%[20 µM]	7%[20 µM]	-43%	27%	-29%[20 µM]	44%
NOD1 NF-kB reporter	-23%	-50%	-24%	-22%	12%	9%	7%	-10%	-21%	-11%
HIV fusion peptide	36%	1.1%	0.4%	1.3%	-0.5%	35%	0.2%	0.7%	-1.5%	9.9%
LYP phosphatase	5%	-5%	-1%	-14%	-3%	-11%	-7%	-5%	-8%	-8%
Siah-1 displacement	0%	2%	-3%	6%	-3%	2%	1%	2%	2%	4%
NOD2 inhibition	12%	5%	7%	-24%	6%	8%	4%	-9%	3%	14%
KOR beta-arrestin-2	2.4%	0.4%	4.8%	2.2%	4.6%	-2.2%	2.0%	-0.4%	-0.2%	-4.1%
Salmonella PhoP GFP	-8%	5%	-8%	2%	2%	-12%	-5%	13%	7%	4%
Myeloid diff MLP	i	i	i	i	i	i	i	i	i	i
Myeloid diff MLP GFP+ MAC1+ %	1.4	0.2	0.2	0.4	0.4	0.3	0.6	2.2	0.2	1.2

21) COc1cc(-c2nnc(COc3ccc4ccccc4c3)o2)cc(OC)c1OC
22) Cc1cccc(C(=O)c2cccc(C)c2)c1
23) O=C(CCNc1cc(Cl)cc(Cl)c1)c1cccs1
24) COCCN1Cc2cccc(C(=O)Nc3c(C)cc(C)cc3C)c2C1=O
25) CCCc1nc(NCc2ccccc2)c(C#N)c2c1CCCC2
26) COCCCNC(=O)C(=O)NC1CCCCC1C (stereo not given)
27) CN1CC=C2C(C#N)=C(N)C(C#N)(C#N)C(c3cccc(Cl)c3Cl)C2C1 (stereo not given)
28) Oc1ccc(CNC2CCCCC2)cc1
29) Cc1ccc2cn[nH]c2c1[N+](=O)[O-]
30) CC1CC(C)CN(C(=O)CSc2ccsc2[N+](=O)[O-])C1 (stereo not given)
screen / no.	21	22	23	24	25	26	27	28	29	30
KOR beta-arrestin-1	21%	22%	-16%	20%	-5%	2%	18%	8%	-30%	3%
NOD1 NF-kB reporter	44%	-8%	3%	6%	-14%	-15%	4%	4%	-35%	-23%
HIV fusion peptide	2.9%	0.1%	-0.1%	-0.3%	-2.8%	0.7%	43%	-2.3%	-0.8%	-0.5%
LYP phosphatase	2%	-10%	-1%	-9%	0%	-4%	-2%	-12%	-1%	-2%
Siah-1 displacement	2%	-3%	3%	-4%	0%	0%	-2%	-2%	1%	-1%
NOD2 inhibition	2%	4%	7%	20%	5%	9%	8%	14%	5%	4%
KOR beta-arrestin-2	-3.2%	-1.1%	3.3%	-0.1%	14%	-1.9%	-1.6%	2.2%	-0.7%	-5.0%
Salmonella PhoP GFP	2%	0%	1%	23%	-2%	-6%	7%	2%	-3%	20%
Myeloid diff MLP	i	i	i	i	i	i	i	i	i	i
Myeloid diff MLP GFP+ MAC1+ %	0.5	0.1	5.2	0.7	0.3	0.3	1.5	1.0	0.5	1.0

31) CCOc1ccc(CCNS(=O)(=O)c2ccc3c(c2)NC(=O)CC(=O)N3)cc1OCC
32) O=C(NNC(=S)Nc1ccc(Br)cc1)c1cccnc1
33) COc1cc(/C=N/NC(=O)c2cc(-c3ccccc3)sc2N)cc(OC)c1OC
34) COC(=O)c1ccc(NC(=O)CSc2nnc(Cc3cccn3C)n2-c2ccc(F)cc2)cc1
35) Cc1nn(C)cc1CNC(=O)Nc1ccc(Cl)c(Cl)c1
36) Cn1cc(P(=O)(N2CCOCC2)N2CCOCC2)cc1P(=S)(N1CCOCC1)N1CCOCC1
37) CSc1nc(-c2ccccc2)nc2c1COC(C)(C)C2
38) O=C(COc1ccc(-n2ccnc2)cc1)Nc1cccc(F)c1
39) O=C(NCc1ccccc1)c1ccc(Cl)cc1[N+](=O)[O-]
40) C/C(=N\Nc1ncc(Cl)cc1Cl)c1ccc(S(=O)(=O)NCc2ccco2)cc1
screen / no.	31	32	33	34	35	36	37	38	39	40
KOR beta-arrestin-1	0%	8%	-20%	-3%	.	-1%	-46%	1%	-12%	-16%
NOD1 NF-kB reporter	-14%	-20%	22%	-13%	-33%	-27%	-19%	-5%	-1%	44%
HIV fusion peptide	0.4%	-1.1%	-0.6%	3.0%	-0.9%	2.2%	-2.9%	-0.5%	-3.1%	-1.2%
LYP phosphatase	-1%	-8%	8%	1%	-10%	1%	-8%	-9%	0%	3%
Siah-1 displacement	-4%	-1%	-10%	2%	0%	-2%	-5%	-3%	2%	1%
NOD2 inhibition	12%	-4%	42%	17%	-22%	19%	6%	-8%	18%	-55%
KOR beta-arrestin-2	2.5%	-3.6%	0.6%	2.5%	-4.0%	-0.2%	-2.3%	2.1%	-1.3%	6.2%
Salmonella PhoP GFP	-3%	3%	-3%	-9%	0%	4%	1%	6%	1%	7%
Myeloid diff MLP	i	i	.	i	i	i	i	.	i	i
Myeloid diff MLP GFP+ MAC1+ %	0.6	0.5	.	1.2	2.1	0.5	0.3	.	0.8	0.2

From entry 38 as far as 40, copied from above:
38) O=C(COc1ccc(-n2ccnc2)cc1)Nc1cccc(F)c1
39) O=C(NCc1ccccc1)c1ccc(Cl)cc1[N+](=O)[O-]
40) C/C(=N\Nc1ncc(Cl)cc1Cl)c1ccc(S(=O)(=O)NCc2ccco2)cc1
screen / no.	38	39	40
KOR beta-arrestin-1	1%	-12%	-16%
NOD1 NF-kB reporter	-5%	-1%	44%
HIV fusion peptide	-0.5%	-3.1%	-1.2%
LYP phosphatase	-9%	0%	3%
Siah-1 displacement	-3%	2%	1%
NOD2 inhibition	-8%	18%	-55%
KOR beta-arrestin-2	2.1%	-1.3%	6.2%
Salmonella PhoP GFP	6%	1%	7%
Myeloid diff MLP	.	i	i
Myeloid diff MLP GFP+ MAC1+ %	.	0.8	0.2

New compounds follow
41) Cc1ccc(OCC(=O)Nc2ccc(O)c(C(=O)O)c2)cc1C
42) CCOC(=O)C(C)(C)N(Cc1ccc(C)cc1)S(=O)(=O)c1ccc(Cl)c([N+](=O)[O-])c1
43) O=C(CCC(=O)Nc1ccccc1Cl)NNC(=S)Nc1ccccc1C(F)(F)F
44) COc1cc(C(=O)Nc2ccc(-c3nc4cc(C)ccc4o3)c(O)c2)cc(OC)c1OC
45) O=C(NC(=O)c1cc(OCC(F)(F)F)ccc1OCC(F)(F)F)Nc1ccccc1
46) C[C@H]1O[C@H]1P(=O)(O)O
47) COc1cc(C(=O)Oc2cccc(C)c2)cc(OC)c1OC
48) O=C(c1ccco1)N1CCN(C(=O)c2cc(-c3ccccn3)nc3ccccc23)CC1
49) COc1ccc(N(CC(=O)Nc2ccc(C)cn2)S(=O)(=O)c2c(C)nn(C)c2C)cc1
50) COc1cc(/C=N/Nc2nn3cnnc3c3ccccc23)cc(OC)c1OC
51) C=CCSc1nc(N)c2c3c(sc2n1)CN(C)CC3
screen / no.	41	42	43	44	45	46	47	48	49	50	51
KOR beta-arrestin-1	17%	-22%	11%	-8%	20%	-21%	-10%	-9%	12%	31%	-19%
NOD1 NF-kB reporter	-14%	-6%	-31%	.	-7%	-32%	-5%	9%	-1%	-31%	-1%
HIV fusion peptide	7.0%	-2.1%	-4.5%	4.4%	1.4%	1.0%	0.3%	-1.4%	0.9%	2.0%	2.7%
LYP phosphatase	-7%	0%	-8%	-6%	7%	-4%	-5%	-6%	-10%	-4%	-5%
Siah-1 displacement	5%	1%	1%	16%	0%	4%	4%	-1%	3%	-3%	-3%
NOD2 inhibition	2%	2%	-1%	.	20%	-3%	0%	13%	7%	-25%	-13%
KOR beta-arrestin-2	-1.7%	0.5%	-2.4%	-2.0%	3.3%	-0.6%	-2.2%	-5.2%	-4.7%	-5.1%	-0.7%
Salmonella PhoP GFP	1%	17%	6%	2%	-2%	-2%&-2%	-6%	7%	11%	-1%	-2%
Myeloid diff MLP	i	i	i	?	i	i	i	i	i	i	i
Myeloid diff MLP GFP+ MAC1+ %	5.2	0.7	0.4	.	0.8	1.6	0.7	0.1	5.1	0.7	1.4
